# From PubChem
# hIAP block = blocks human intestinal alkaline phosphatase. purified IAP, CDP-Star luminescence, 30 min. inhibition, % at 10 µM. P09923. 330,000 compounds, 0.12% hits. AID 2544;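 active = inhibition reaching a set limit with compound at 10 µM in the primary screen, cut at about 35% in these data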;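 note: plate controls were DMSO wells with enzyme for no effect and no-enzyme buffer wells for full effect; values of inactives mirror those of a sister screen read the other way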
# Target sequence (P09923 whole entry, looked up): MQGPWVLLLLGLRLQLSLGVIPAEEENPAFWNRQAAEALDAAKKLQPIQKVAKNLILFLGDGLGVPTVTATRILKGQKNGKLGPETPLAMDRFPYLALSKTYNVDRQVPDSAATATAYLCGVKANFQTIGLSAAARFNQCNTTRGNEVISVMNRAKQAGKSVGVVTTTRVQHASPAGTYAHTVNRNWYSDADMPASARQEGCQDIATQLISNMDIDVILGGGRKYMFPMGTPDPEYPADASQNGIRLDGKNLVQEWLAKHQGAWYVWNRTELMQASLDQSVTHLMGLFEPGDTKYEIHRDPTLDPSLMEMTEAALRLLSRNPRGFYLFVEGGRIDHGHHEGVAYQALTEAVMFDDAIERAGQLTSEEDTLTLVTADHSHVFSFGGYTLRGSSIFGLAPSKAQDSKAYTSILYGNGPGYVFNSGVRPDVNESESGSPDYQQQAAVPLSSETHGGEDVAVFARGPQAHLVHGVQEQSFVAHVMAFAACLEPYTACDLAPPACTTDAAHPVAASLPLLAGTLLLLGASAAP
# SENP1 FRET inh = blocks the human SENP1 SUMO protease catalytic domain; recombinant SENP1 catalytic domain, CyPet-SUMO1-YPet FRET cleavage; inhibition, % at 10 µM; 360,000 compounds, 0.21% hits;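 active = inhibition at least 30% at 10 µM, raw YFP signal under a set limit, fluorescence ratio 0.5 to 1.5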;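 note: 0% = enzyme with DMSO and 100% = no enzyme wells; some results filed as inactive read as strong as hits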
# Target sequence (Q9P0U3 419-644 limits assumed): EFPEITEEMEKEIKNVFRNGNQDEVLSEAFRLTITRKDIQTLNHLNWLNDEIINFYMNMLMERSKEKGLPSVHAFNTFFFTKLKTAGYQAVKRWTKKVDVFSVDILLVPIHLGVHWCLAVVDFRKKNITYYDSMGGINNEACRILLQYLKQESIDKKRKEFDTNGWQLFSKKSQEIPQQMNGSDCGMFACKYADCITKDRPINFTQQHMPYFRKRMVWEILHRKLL
#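 Test system: human SENP1 catalytic domain; medium: Tris pH 8 buffer plus EDTA, NaCl, BME, BSA, NP40, catalase; incubation: 50 min reaction at room temperature; technique: FRET, CFP and YFP emission; controls: no-enzyme low control and enzyme-plus-DMSO high control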
# mIAP act = increases mouse intestinal alkaline phosphatase activity; muIAP, CDP-Star luminescence, 30 min; hits give high values; 1 = vehicle-only enzyme signal, 0 = enzyme-free wells; activation factor at 10 µM; 330,000 compounds, 0.24% hits;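 active = activation factor of at least 2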; note: the source names both 10 and 20 µM as test concentration; values of inactives mirror those of a sister screen read the other way
#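 also added = chemiluminescent substrate CDP-Star | test system = mouse IAP enzyme | signal = chemiluminescence readout | compound = DMSO-dissolved test compounds | incubation = 30 min at room temperature | benchmarks = DMSO wells, no-enzyme wells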
# NALP3 yeast inh = blocks the NALP3 inflammasome reconstituted in yeast; Yeast reconstituted NLRP3/ASC/caspase-1, beta-gal luminescence, 24 h; inhibition, % at 10 µM; 330,000 compounds, 0.39% hits; AID 2825;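 active = inhibition of 50% or more; inactive = inhibition below 50%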;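 note: plate controls were induced DMSO wells for no effect and uninduced yeast grown without galactose for full effect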
# APOBEC3G inh = APOBEC3G (human) deaminase inhibition | inhibition, % at 20 µM | 330,000 compounds, 0.28% hits | recombinant A3G, ssDNA deamination FAM/TAMRA fluorescence | Q9HC16 | AID 493012;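 active = inhibition of at least 40% at 20 µM, with no more than 30% in the related APOBEC3A deaminase screen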;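 note: plate controls were DMSO wells with A3G for no effect and wells lacking A3G enzyme for full effect; some compounds called inactive have numbers as strong as hits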
# APOBEC3A inh = human APOBEC3A DNA deaminase inhibition; recombinant A3A, FAM/TAMRA ssDNA deamination fluorescence; AID 493011; inhibition, % at 20 µM; 330,000 compounds, 0.41% hits;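 active = at least 40% inhibition at 20 µM here, with at most 30% in a related deaminase screen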;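 note: plate controls were A3A with DMSO for no effect and wells lacking A3A enzyme for full effect; some results filed as inactive read as strong as hits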
# Target sequence (P31941 whole entry, looked up): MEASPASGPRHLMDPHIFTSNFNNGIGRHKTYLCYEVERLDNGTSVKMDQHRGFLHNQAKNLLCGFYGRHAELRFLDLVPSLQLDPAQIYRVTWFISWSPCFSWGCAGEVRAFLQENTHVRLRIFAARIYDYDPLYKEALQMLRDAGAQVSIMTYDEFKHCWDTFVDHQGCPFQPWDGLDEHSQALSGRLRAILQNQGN
# hIAP activ = human IAP activation; 330,000 compounds, 0.16% hits; purified human IAP, CDP-Star luminescence, 30 min; hits give high values; 1 = vehicle-only enzyme, 0 = enzyme-free background; AID 2524; activation factor at 10 µM;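 active = activation factor of the enzyme at least 2-fold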; note: the source names both 10 and 20 µM as test concentration; values of inactives mirror those of a sister screen read the other way
# mIAP block = blocks mouse intestinal alkaline phosphatase; inhibition, % at 10 µM; 330,000 compounds, 0.2% hits; purified mouse IAP, CDP-Star luminescence, 30 min; AID 2806;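 active = inhibition of at least 40% at 10 µM in the primary screen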;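 note: plate controls were DMSO with enzyme for no effect and no enzyme wells for full effect; values of inactives mirror those of a sister screen read the other way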
# MIN6 prolif = MIN6 beta-cell proliferation induction | MIN6 cells proliferation, ATPlite luminescence, 48 h; cells starved in 0.2% serum; 100% = growth in 10% serum | proliferation, % at 10 µM | 330,000 compounds, 0.29% hits;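 active = compounds whose signal lies at least 3.5 SD above the mean of all wells on their plate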;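 note: 0% = DMSO-treated cells in low-serum medium and 100% = 10% serum control; some compounds called inactive have numbers as strong as hits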
# Active calls of the source: *.
# The opening nine compounds, ahead of the listing:
no.	mol	hIAP block	SENP1 FRET inh	mIAP act	NALP3 yeast inh	APOBEC3G inh
1	CC(C)CN1CCC(=O)N([C@H](CO)Cc2ccccc2)CC1	3	3	1	8	-17
2	CC(C)C(NS(=O)(=O)c1cccs1)C(=O)NCc1ccc2c(c1)OCO2 (configuration not stated)	-4	-3	1	2	-10
3	COc1ccc(S(=O)(=O)Cc2ccc(C(=O)N3CCN(C4CCCCC4)CC3)o2)cc1	-9	-1	1	-1	-5
4	CCSC1=NC(C)(C)C=C(C)N1	-19	2	1	11	-6
5	COc1ccc(Cl)cc1S(=O)(=O)N1CCCC(C(=O)NCC(N)=O)C1 (configuration not stated)	2	2	1.1	15	-1
6	CCN1CCN(C(c2cccs2)C(C)NC(=S)NC2CCCCC2)CC1 (configuration not stated)	-1	3	1.1	-5	-3
7	COc1cc(/C=N/NC(=O)c2cccc(N3CCCC3=O)c2)ccc1O	-3	0	1.1	-14	-6
8	CCOP(=O)(c1ccc(N(C)C)cc1)C(O)c1c(Cl)cccc1Cl (configuration not stated)	11	-2	0.99	7	-2
9	COc1ccccc1C(=O)COC(=O)Cc1n[nH]c(=O)c2ccccc12	0	1	0.94	17	-10

no.	APOBEC3A inh	hIAP activ	mIAP block	MIN6 prolif
1	-3	0.97	-3	-5
2	-1	1	-5	-3
3	0	1.1	-4	0
4	-3	1.2	0	-1
5	0	0.98	-8	-2
6	-3	1	-5	0
7	1	1	-11	0
8	0	0.89	1	2
9	-3	0.99	6	-2

# The list itself, from the first entry:
no.	mol	hIAP block	SENP1 FRET inh	mIAP act	NALP3 yeast inh	APOBEC3G inh
1	CC(C)CN1CCC(=O)N([C@H](CO)Cc2ccccc2)CC1	3	3	1	8	-17
2	CC(C)C(NS(=O)(=O)c1cccs1)C(=O)NCc1ccc2c(c1)OCO2 (configuration not stated)	-4	-3	1	2	-10
3	COc1ccc(S(=O)(=O)Cc2ccc(C(=O)N3CCN(C4CCCCC4)CC3)o2)cc1	-9	-1	1	-1	-5
4	CCSC1=NC(C)(C)C=C(C)N1	-19	2	1	11	-6
5	COc1ccc(Cl)cc1S(=O)(=O)N1CCCC(C(=O)NCC(N)=O)C1 (configuration not stated)	2	2	1.1	15	-1
6	CCN1CCN(C(c2cccs2)C(C)NC(=S)NC2CCCCC2)CC1 (configuration not stated)	-1	3	1.1	-5	-3
7	COc1cc(/C=N/NC(=O)c2cccc(N3CCCC3=O)c2)ccc1O	-3	0	1.1	-14	-6
8	CCOP(=O)(c1ccc(N(C)C)cc1)C(O)c1c(Cl)cccc1Cl (configuration not stated)	11	-2	0.99	7	-2
9	COc1ccccc1C(=O)COC(=O)Cc1n[nH]c(=O)c2ccccc12	0	1	0.94	17	-10
10	COc1cc(NC(=O)c2ccco2)c(OC)cc1NC(=O)c1cc(OC)c(OC)c(OC)c1	-6	2	0.98	-3	1
11	COc1ccc(N=C2C(=O)Nc3ccc(C)c(Br)c32)cc1	14	2	0.86	20	-5
12	O=[N+]([O-])c1ccc2c(c1)C(O)n1nc(-c3ccccc3)nc1S2 (configuration not stated)	-8	1	1	11	2
13	C=CCSc1nc2sc3c(c2c(=O)n1CC)CCC3	-25	-1	0.95	-11	-4
14	CCOc1ccc(OCC)c(S(=O)(=O)n2ccnc2C)c1	23	2	0.96	16	-4
15	Cc1ccc(-n2nc3c(N4CCC(C(=O)NCCc5cccs5)CC4)nnc(C)c3c2C)cc1	-4	-11	0.98	1	6

no.	APOBEC3A inh	hIAP activ	mIAP block	MIN6 prolif
1	-3	0.97	-3	-5
2	-1	1	-5	-3
3	0	1.1	-4	0
4	-3	1.2	0	-1
5	0	0.98	-8	-2
6	-3	1	-5	0
7	1	1	-11	0
8	0	0.89	1	2
9	-3	0.99	6	-2
10	1	1.1	2	1
11	-1	0.86	14	-1
12	4	1.1	-3	0
13	7	1.2	4	0
14	1	0.77	4	-1
15	2	1	2	-4

# Continuation.
no.	mol	hIAP block	SENP1 FRET inh	mIAP act	NALP3 yeast inh	APOBEC3G inh
16	Cc1onc(-c2c(F)cccc2Cl)c1C(=O)OCc1nnc(-c2ccccc2)o1	-7	1	0.93	18	-9
17	COC(=O)c1c(NC(=O)CSc2n[nH]c(N)n2)sc(C)c1C	-3	0	0.86	21	-3
18	Nc1nccc(/C=C/c2c(Cl)cccc2Cl)n1	8	0	0.93	-4	-4
19	O=c1c2ccccc2nnn1CSc1ccccc1F	8	10	0.98	21	-6
20	Cc1ccc(CC2(O)CC(C)N(C)CC2C)c(C)c1 (configuration not stated)	2	1	0.71	0	-1
21	O=C(/C(=C/O)N=Nc1ccccc1)c1cccs1	15	15	0.96	-3	-3
22	CC(=O)Nc1ccc(C(=O)NCC(=O)OCc2c(F)cccc2Cl)cc1	-7	0	0.94	1	-4
23	Cc1cccc(-n2ncc3c(NCCCN4CCCC4=O)ncnc32)c1	-18	-13	1.1	5	-8
24	CC1CCCN(C(=O)CN2CCC(c3nc4ccc(Cl)cc4[nH]3)CC2)C1 (configuration not stated)	-20	-12	1.1	-1	-5
25	CCc1ccc2c(CN3CCC(C(=O)OC)CC3)cc(=O)oc2c1	5	-1	0.84	23	-1
26	CN1C(=O)/C(=C/c2ccco2)SC1=Nc1ccc(N2CCOCC2)cc1	7	-18	0.84	30	-4
27	CCN(CC)S(=O)(=O)c1ccc(C(=O)OCC(=O)NCc2ccco2)cc1	-30	0	1.2	-2	-6
28	CCOc1ccc(NS(=O)(=O)c2ccc(C(=O)NCC(c3cccs3)N3CCOCC3)cc2)cc1 (configuration not stated)	6	2	0.98	2	-6
29	COc1cc(C(O)P(=O)(OC(C)C)c2ccc(N(C)C)cc2)cc(OC)c1OC (configuration not stated)	2	3	1	3	0
30	Cc1ccccc1NC(=O)Cc1nc(COC(=O)C(C)C)cs1	-3	-13	1	-4	-4

no.	APOBEC3A inh	hIAP activ	mIAP block	MIN6 prolif
16	-3	1.1	7	-1
17	1	1	14	2
18	-2	0.92	7	1
19	-7	0.92	2	2
20	-1	0.98	29	0
21	3	0.85	4	3
22	-1	1.1	6	-5
23	-5	1.2	-8	0
24	-3	1.2	-6	-3
25	-2	0.95	16	-2
26	-2	0.93	16	2
27	11	1.3	-19	-2
28	-2	0.94	2	1
29	0	0.98	0	0
30	4	1	0	-2

# Carrying on:
no.	mol	hIAP block	SENP1 FRET inh	mIAP act	NALP3 yeast inh	APOBEC3G inh
31	CN(Cc1ccccc1)C(=O)c1ccc(NC(=O)C2CCCN(C(=O)OC(C)(C)C)C2)cc1 (configuration not stated)	7	1	1.1	14	-8
32	Cc1ccc(C)c(N=Cc2ccc(-c3ccc([N+](=O)[O-])cc3)o2)c1	8	2	0.87	3	-3
33	CC(C)(C)c1ccc(S(=O)(=O)N2CCCC2C(=O)N2CCOCC2)cc1 (configuration not stated)	5	1	1	18	-4
34	COCCNS(=O)(=O)c1ccc(-c2ccc(Cl)cc2)cc1	13	2	0.92	3	-4
35	Cc1ccc(CN(C(=O)c2ccccc2C)C2CCS(=O)(=O)C2)o1 (configuration not stated)	-17	-1	0.96	-4	-6
36	Cc1onc(-c2c(F)cccc2Cl)c1C(=O)Nc1cccc2nsnc12	2	-86	0.98	-7	-4
37	Cc1ccccc1-c1nc(C#N)c(N2CCC(C)CC2)o1	-3	1	1	10	-9
38	CN(C)S(=O)(=O)c1ccc(NC(=O)Cn2c(-c3ccccc3)noc2=O)cc1	-28	0	1	8	-2
39	CC(=O)C(C)n1c(CN(C)Cc2ccccc2)nc2c1c(=O)n(C)c(=O)n2C (configuration not stated)	-6	2	1	13	-11
40	Cn1c(=O)c(C(=O)Nc2ccccn2)c(O)c2ccccc21	6	0	0.94	51*	0
41	CCCCCCSc1cc(-c2nc3ccc(C)cn3c2NCCCC)ccc1OC	8	-76	1.6	11	-5
42	COC(=O)[C@]1(CC(C)C)N[C@H](c2ccc(-c3ccc(OC)cc3)cc2)[C@@H]2C(=O)N(C)C(=O)[C@@H]21	-8	1	0.97	21	1
43	CCOCCCNC(=O)c1cc2c(=O)n3cccc(C)c3nc2s1	-2	-19	1	9	-5
44	O=c1c2c([nH]n1-c1ccccc1)CCCC2	4	0	1	-12	-6
45	C=C(C)C(COc1c2occc2cc2ccc(=O)oc12)OC(C)(C)C(O)COc1c2occc2cc2ccc(=O)oc12 (configuration not stated)	11	7	0.96	12	-4

no.	APOBEC3A inh	hIAP activ	mIAP block	MIN6 prolif
31	-4	0.93	-8	-3
32	-2	0.92	13	-5
33	-3	0.95	-5	-2
34	2	0.87	8	-1
35	-1	1.2	4	1
36	-3	0.97	2	-4
37	-4	1	-3	-5
38	0	1.3	-5	-2
39	-7	1.1	-1	0
40	0	0.94	6	-4
41	-4	0.92	-55	-6
42	1	1.1	3	-4
43	-3	1	0	1
44	-3	0.96	-4	-2
45	-1	0.89	4	-1

# (continued)
no.	mol	hIAP block	SENP1 FRET inh	mIAP act	NALP3 yeast inh	APOBEC3G inh
46	CCOc1ccc(OCCN2C(=O)c3ccccc3C2=O)cc1	15	-2	0.98	32	-5
47	O=C(N/N=C/c1coc2ccc(Cl)cc2c1=O)c1ccncc1	-23	-1	0.94	14	-8
48	O=c1c(-c2ccc(O)cc2)coc2c([C@@H]3O[C@H](CO)[C@@H](O)[C@H](O)[C@H]3O)c(O)ccc12	10	-1	0.95	15	-5
49	CCOc1ccc(CN(CC)C(=O)Cc2c[nH]c3ccccc23)cc1OC	8	-2	0.97	12	-7
50	CCOc1ccccc1CN1CCCC(CNC(=O)Cc2ccc(OC)cc2)C1 (configuration not stated)	-47	3	0.92	7	-2
51	CC(c1ccco1)N(C(=O)c1ccc(Cl)c([N+](=O)[O-])c1)c1ccccn1 (configuration not stated)	10	1	1	19	14
52	COc1cc(/C=N/NC(=O)C(=O)NCC2CCCO2)ccc1O (configuration not stated)	-20	4	0.93	-15	-10
53	CN(c1ccccc1)c1ccc(/C=N/N2CCOCC2)cc1	1	0	1	7	-5
54	COC(=O)c1[nH]c2cccc(OC)c2c1NC(=O)CN1CCOCC1	-8	-2	0.95	12	-3
55	CCOc1ccccc1N(C)S(=O)(=O)c1ccc2c(c1)CCN2C(=O)CCC(=O)O	-9	0	1	21	-5
56	CC1CCN(C(=O)COC(=O)c2ccc3c(c2)OCO3)CC1	-14	0	1.1	12	-6

no.	APOBEC3A inh	hIAP activ	mIAP block	MIN6 prolif
46	4	0.85	2	2
47	-4	1.2	6	0
48	-2	0.9	5	-4
49	-2	0.93	3	0
50	3	1.5	8	-1
51	3	0.9	-2	-3
52	-4	1.2	7	0
53	0	0.99	-4	-1
54	-2	1.1	4	-2
55	-3	1.1	-1	-4
56	-5	1.1	-13	-3

# A portion of the library; count on the stated rates, not on these rows.
